Compound activity from PubChem BioAssay.
PostGolgi yeast = phenotypic screen on post-Golgi transport, primary screen. inhibition, % at 10 µM. post-Golgi transport phenotypic cell assay. 98,000 tested, 0.9% active;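 further: yeast cells grown in 1536-well plates; yeast grown about 18 h at 30C before absorbance read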
PostGolgi ctrl = growth inhibition of yeast control strain, primary screen, counter-screen for post-Golgi transport modulator project. efflux-deficient yeast background strain, growth absorbance A615, 16 h. inhibition, % at 10 µM. 98,000 tested, 5% active. AID 738, 2007
LYP inh 2 = PTPN22 phosphatase inhibitors, primary screen, biochemical, DiFMUP fluorescence, 2 µM; recombinant LYP catalytic domain; inhibition, % at 2 µM; 96,000 tested, 0.21% active;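 active means inhibition at 2 µM at or above a set limit, the screen mean plus 3 SD, cut at about 24% in these data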;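 further: 0% = DMSO with enzyme and 100% = enzyme fully blocked by orthovanadate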
S1P2 antag = human S1P2 receptor antagonists, primary screen, cell-based | Sphingosine 1-phosphate receptor 2 (Homo sapiens), O95136 | cell-based S1P2 antagonist assay, inhibition at 5 uM | inhibition, % at 5 µM | 97,000 tested, 0.21% active | AID 736, 2007; in the data active means inhibition above about 45%;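 further: CRE beta-lactamase reporter cells expressing human S1P2 stimulated with S1P; 0% = agonist at EC80 alone and 100% = agonist plus reference antagonist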
LYP act = LYP phosphatase activators, primary screen, biochemical, DiFMUP fluorescence, 2 µM; Tyrosine-protein phosphatase non-receptor type 22 (Homo sapiens), Q9Y2R2; recombinant LYP; 0 = plate median, 100 = signal doubled; activation, % at 2 µM; 96,000 tested, 0.11% active;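 active means activation at 2 µM above a set limit, the mean plus 5 SD, cut at about 37% in these data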
FAK blocker = FAK kinase inhibitors, primary screen, biochemical. Focal adhesion kinase 1 (Homo sapiens), Q05397. biochemical FAK kinase activity assay. inhibition, %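 (tested at 7 µM)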. 97,000 tested, 0.84% active; in the data active means inhibition above about 19%;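 further: 0% = DMSO and 100% = reference compound high control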
Rev-RRE block = HIV-1 Rev-RRE binding inhibitors, primary screen, biochemical, FRET, protein-RNA interaction. 97,000 tested, 0.79% active. Rev peptide-RRE RNA binding. inhibition, % at 8 µM. P05866;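 active means inhibition above the screen-wide mean plus 3 SD, cut at about 35% in these data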;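 further: 0% = median DMSO wells and 100% = median Neomycin B control wells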
Target sequence (P05866 whole entry, looked up): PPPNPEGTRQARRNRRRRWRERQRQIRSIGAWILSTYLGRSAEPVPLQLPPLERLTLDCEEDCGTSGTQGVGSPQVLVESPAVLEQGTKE
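Test system – labelled RRE RNA duplex and labelled Rev peptide · Signal – fluorescein-to-Cy5 FRET, 480 nm excitation · Evaluation – % inhibition of FRET ratio versus controls · Benchmarks – DMSO low control, neomycin B high control · Incubation – 5 min RNA-compound premix plus 15 min binding step, 25 °C · Medium – HEPES pH 7.5 salt buffer with EDTA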
EphB4 ephrin blk = EphB4-ephrin-B2 interaction antagonists, primary screen, biochemical, TNYL-RAW peptide probe, fluorescence polarization; 97,000 tested, 0.15% active; inhibition, % at 7 µM; Ephrin type-B receptor 4 (Homo sapiens), P54760; AID 720, 2007; EphB4 LBD / TNYL-RAW-Alexa532 peptide;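 active means inhibition above the screen-wide mean inhibition plus 3 SD, cut at about 15% in these data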;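 further: 0% = DMSO wells and 100% = excess unlabeled TNYL-RAW peptide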
Target sequence (P54760 whole entry, looked up, the tested form may be a part): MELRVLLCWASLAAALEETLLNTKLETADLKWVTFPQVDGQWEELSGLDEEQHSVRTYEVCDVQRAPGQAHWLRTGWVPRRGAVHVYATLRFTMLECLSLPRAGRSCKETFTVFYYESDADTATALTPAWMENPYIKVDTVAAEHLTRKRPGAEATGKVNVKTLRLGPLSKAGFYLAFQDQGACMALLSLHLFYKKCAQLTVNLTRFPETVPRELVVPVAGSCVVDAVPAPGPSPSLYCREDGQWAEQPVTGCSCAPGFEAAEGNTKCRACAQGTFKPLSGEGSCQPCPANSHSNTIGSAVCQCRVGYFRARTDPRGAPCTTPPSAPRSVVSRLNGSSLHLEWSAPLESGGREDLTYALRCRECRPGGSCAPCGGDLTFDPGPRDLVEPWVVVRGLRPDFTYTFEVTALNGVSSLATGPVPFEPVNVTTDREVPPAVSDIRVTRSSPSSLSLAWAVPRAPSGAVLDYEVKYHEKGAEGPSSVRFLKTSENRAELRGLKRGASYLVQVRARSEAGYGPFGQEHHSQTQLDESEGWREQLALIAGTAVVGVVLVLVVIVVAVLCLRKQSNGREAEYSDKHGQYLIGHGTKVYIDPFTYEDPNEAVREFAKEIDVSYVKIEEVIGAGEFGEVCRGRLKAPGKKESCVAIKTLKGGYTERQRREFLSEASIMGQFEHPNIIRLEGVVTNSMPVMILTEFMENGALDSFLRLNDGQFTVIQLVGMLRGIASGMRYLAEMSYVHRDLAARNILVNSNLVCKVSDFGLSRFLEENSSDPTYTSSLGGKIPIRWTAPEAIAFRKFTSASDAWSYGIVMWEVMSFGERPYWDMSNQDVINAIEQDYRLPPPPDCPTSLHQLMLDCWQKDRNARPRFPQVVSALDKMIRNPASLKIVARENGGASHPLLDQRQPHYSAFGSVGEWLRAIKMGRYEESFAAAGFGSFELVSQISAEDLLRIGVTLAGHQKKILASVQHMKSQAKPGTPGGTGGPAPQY
S1P2 ag = S1P2 receptor agonists, primary screen, cell-based; Sphingosine 1-phosphate receptor 2 (Homo sapiens), O95136; S1P2-expressing cell line, agonist reporter read-out; activation, % at 4.5 µM; 97,000 tested, 0.46% active; AID 729, 2007; in the data active means activation above about 16%;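 further: 0% = vehicle low control and 100% = maximal reference agonist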
* hit, by the source's call; . = not tested or not shown. Unless noted, no stated cut-off is given here; in the data, active means inhibition above about 30%; inactive means the rest. An unsorted share of the library, and some 7% of all compounds hit somewhere here.

Order of values: PostGolgi yeast	PostGolgi ctrl	LYP inh 2	S1P2 antag	LYP act	FAK blocker	Rev-RRE block	EphB4 ephrin blk	S1P2 ag
COc1cc(C(O)P(=O)(OCC(C)C)OCC(C)C)cc(OC)c1OC (stereo not drawn)
  5	23	-13	-11	18	-1	-6	-3	-2
Cc1oc(-c2ccccc2F)nc1CN1CCC(C(=O)NC2CCCCCCC2)CC1
  -1	5	-20	-1	17	3	11	-1	-4
CCOC(=O)c1ccc(NC(=O)CC2NCCNC2=O)cc1 (stereo not drawn)
  -6	5	32*	3	-30	0	3	-6	-6
Cc1nnc(C)n1/N=C/c1ccc(C(=O)O)cc1
  0	8	4	-1	-3	0	6	-3	-3
COc1ccc(CC(=O)Nc2ccc(S(=O)(=O)N(C)C)cc2)cc1OC
  -12	10	-9	5	5	-5	9	4	-7
COCCCNC(=O)c1cc2c(=O)n(C)c3ccccc3c2n1C
  22	39*	-12	1	9	4	1	-13	-1
Cc1ccn(S(=O)(=O)c2ccc(C(C)(C)C)cc2)n1
  -18	16	-19	-17	18	0	8	2	-2
CCOC(=O)c1nnsc1NC(C)=O
  5	14	-9	13	6	0	12	1	-4
CCC(=O)Nc1ccc(NC(=O)Cc2ccccc2)cn1
  3	-3	-15	12	12	1	2	-7	-4
CCOCCCNC(=O)C1c2ccccc2C(=O)N2CCc3ccccc3C12 (stereo not drawn)
  -1	2	5	1	-6	-1	4	-11	-2
COc1ccccc1-c1c(C)nn2c(N3CCC(C(N)=O)CC3)cc(C)nc12
  -2	-1	0	4	1	2	0	-6	0
CCC(=O)Nc1ccccc1-c1nnn(CC(=O)N2c3ccccc3CC2C)n1 (stereo not drawn)
  5	12	-8	6	4	-2	14	0	-5
O=C(Nc1cccn(Cc2c(Cl)cccc2Cl)c1=O)c1ccccc1Cl
  10	2	-1	-15	3	-1	10	-1	-4
Cc1c(C(O)CN2CCN(Cc3ccc4c(c3)OCO4)CC2)c2ccccc2n1C (stereo not drawn)
  21	-5	6	2	-6	0	2	-5	0
O=C1C2C(C(=O)N1/N=C/c1cc([N+](=O)[O-])ccc1O)C1C=CC2C12CC2 (stereo not drawn)
  12	0	6	1	-8	-6	3	6	-2
CCCNC(=O)C1CCN(c2nc(C)cc(C)n2)CC1
  21	-3	-3	7	3	3	7	2	-3
COc1ccc2nc(NC(=O)CNS(=O)(=O)c3cccs3)sc2c1
  7	-3	-4	-2	8	1	7	12	-5
Cc1cc(C)c(S(=O)(=O)c2ccccc2)c(OC(=O)c2c(F)cccc2Cl)n1
  -13	-4	8	-14	-5	-1	11	1	-3
CCOC(=O)C1CCCN(C(=O)COC(=O)c2cc(=O)c3ccccc3o2)C1 (stereo not drawn)
  8	-5	1	9	-4	8	2	7	-6
COc1ccc(NC(=O)C2CCC(CNc3c(N4CCC(C)CC4)c(=O)c3=O)CC2)cc1OC (stereo not drawn)
  -13	4	-4	7	1	-5	1	1	-4
COc1ccc(C(=O)c2c(C)oc3cc([N+](=O)[O-])c(O)c([N+](=O)[O-])c23)cc1
  -8	15	-2	13	0	-3	2	-8	-6
COc1ccc(CCN=CC2=C(O)CCCC2=O)cc1OC
  9	6	2	15	-3	-1	8	0	0
Cn1c(Cn2nnc3ccccc32)nnc1SCC(=O)c1ccc(F)cc1
  0	16	-3	24	3	2	1	6	-8
Cc1cc(C(=O)Nc2c(F)cc(F)cc2Br)c(C)o1
  1	13	-5	13	3	-4	9	-5	-7
COc1ccccc1-n1c(SCC(=O)N2CCc3ccccc32)nc2c(c1=O)SCC2
  9	6	-7	-10	5	2	1	1	-3
O=C(NC1CCCCC1)C(c1ccc2ncccc2c1)N(Cc1ccccc1)C(=O)c1ccc2c(c1)OCCO2 (stereo not drawn)
  0	9	11	-11	-6	-4	1	1	-6
CC(C)COC(=O)Nc1ccc(C(=O)O)cc1
  -4	3	3	-6	0	-3	5	-1	-5
Cc1ccc(-c2nnc3n2N=C(c2ccc(Br)cc2)CS3)cc1
  -3	5	6	-15	-7	12	5	-5	0
Cc1csc2nc(CNS(=O)(=O)c3cccnc3)cn12
  .	.	5	1	-5	0	5	1	-3
CC1CN(c2oc(-c3ccccc3Cl)nc2C#N)CC(C)O1 (stereo not drawn)
  1	26	-7	12	4	3	-2	-1	1
CCCCCOC(=O)CSc1n[nH]c(=O)[nH]c1=O
  9	-9	-3	5	4	1	6	0	-3
CC(=O)c1sc2ccccc2c1OC(=O)c1ccco1
  11	21	-1	10	1	-5	-2	0	-1
O=C(CCCCCN1C(=O)CCC1=O)Nc1ccc(Cl)c(C(F)(F)F)c1
  -16	-6	-4	12	6	2	12	3	-6
Cc1cc(C)c2c(CN3CCN(C)CC3)cc(=O)oc2c1
  6	24	-11	3	10	-1	2	-8	-4
CC1(C(=O)N(CC(=O)NC2CCCC2)Cc2ccco2)CC(=O)N=C2C=CC=CN21 (stereo not drawn)
  -2	0	1	27	-3	5	10	-2	-4
Cc1ccc(-c2c3c(=O)n(C)c(=O)n(C)c3cn2Cc2ccccn2)cc1
  -2	15	-6	17	2	1	7	5	-6
COc1ccc(OC)c(NC(=O)c2c3c(nc4ccccc24)CCC3)c1
  -4	12	-9	9	12	3	5	2	-7
N#CC(c1ccccc1)c1ccc2c(C(F)(F)F)cc(C(F)(F)F)nc2n1 (stereo not drawn)
  5	51*	-4	-3	3	-1	2	-1	-5
COc1ccccc1NC(=O)CCCC(=O)OCC(F)(F)C(F)F
  -5	9	7	0	-6	-3	5	3	-3
CC(C)(C)OC(=O)N1CCC[C@H]1c1nnc(SCc2c(F)cccc2Cl)o1
  -3	15	-5	-5	2	-3	3	-5	-5
COc1ccc(S(=O)(=O)/N=C2/NC(=O)/C(=C\c3cc(OC)c(OC)cc3[N+](=O)[O-])S2)cc1
  0	7	10	-7	-8	-6	10	2	-4
Cc1ccc(OCc2nc(-c3ccccn3)no2)cc1
  -4	-3	-19	0	20	-1	0	-2	-2
O=C(Cc1ccccc1)Nc1c2c(nn1-c1cccc(Cl)c1)CS(=O)(=O)C2
  3	17	-20	4	17	-4	2	-3	-6
Cc1cc(OCC(=O)N(C)C)c2c(-c3ccccc3)cc(=O)oc2c1
  5	8	3	11	-6	-2	5	0	-3
Clc1ccc(OCCCc2nc(-c3ccncc3)no2)c(Cl)c1
  92*	95*	8	3	-5	5	14	1	-4
CCn1c(SCC(=O)Nc2ccc(S(N)(=O)=O)cc2)nnc1-c1ccccc1OC
  -3	3	1	14	2	2	6	5	-6
COc1ccc(OC)c2c1sc(=NC(=O)c1cccc(N3C(=O)CCC3=O)c1)n2C
  -11	31*	-15	-28	12	-75	-8	-1	-9
c1ccn2c(SCc3ccc4c(c3)OCO4)nnc2c1
  1	4	-2	0	1	-4	0	-2	-8
O=C(Nc1cnc2ccccc2c1)c1ccco1
  -4	4	-5	9	3	2	8	6	-7
Cc1ccc(Oc2ncccc2/C=N/O)cc1
  -14	0	10	-4	-7	-4	7	2	-3
Cc1ccccc1C1CC(c2ccc(Br)cc2)Nc2nc(N)nn21 (stereo not drawn)
  -1	-7	8	11	-8	0	5	1	-4
COc1cc(/C=N/O)cc(Br)c1OS(=O)(=O)c1ccc(C)cc1
  3	55*	4	10	2	3	16	-3	-2
C=C(C)Cn1c(=S)[nH]c2ccccc2c1=O
  3	6	-6	-13	6	-2	1	1	-2
COC(=O)c1[nH]c2ccccc2c1NC(=O)CCN1CCSCC1
  -2	-3	11	-8	-12	-1	2	-3	-2
O=C(O)CN=C(NS(=O)(=O)c1ccccc1)c1ccccc1
  1	-1	-7	0	4	-2	5	-2	-7
COc1ccccc1CNC(=O)C1CCN(S(=O)(=O)c2cccc3cccnc23)CC1
  -2	21	-6	7	6	-3	2	-3	-4
Cc1ccc(OCCNC(=O)c2cncc(Br)c2)cc1C
  -1	0	5	-2	-1	4	6	2	-10
Nc1nnc(CCOc2ccc(Cl)cc2)s1
  .	.	-1	-8	-1	-1	2	-3	-7
Cc1ccnc(NC(=O)C2CCC(CNc3c(N4CCCC4)c(=O)c3=O)CC2)c1 (stereo not drawn)
  4	3	2	3	-5	3	3	-2	-5
CCn1c(C(C)NC(C)=O)nc2ccccc21 (stereo not drawn)
  2	4	5	4	-8	7	-1	3	-3

Following part:
Order of values: PostGolgi yeast	PostGolgi ctrl	LYP inh 2	S1P2 antag	LYP act	FAK blocker	Rev-RRE block	EphB4 ephrin blk	S1P2 ag
O=C(NC1CCCC1)c1cnn2c(C(F)(F)F)cc(-c3ccc4c(c3)OCO4)nc12
  2	2	7	9	-8	2	12	4	-9
CCOCc1nnc(NC(=O)c2cccs2)s1
  -8	9	14	4	-15	2	11	3	-2
COc1ccc(-c2nc(C)c(C(C)=O)n2O)cc1OC
  -1	13	-4	-1	3	-3	3	-2	-2
Cn1c(=O)cc(SCC(=O)Nc2cccnc2)c2ccccc21
  -10	11	7	4	-9	-5	-2	-9	-2
C#CC[N+](CC)(CC)CC#Cc1cccc(Cl)c1
  -6	5	-1	16	5	1	1	-7	-2
Cc1cc(Cl)c(S(=O)(=O)Nc2ccc3c(c2)OCO3)cc1OCC(=O)NC1CCCCC1
  6	9	-21	10	24	4	10	-10	6
Clc1cccc(Oc2cnc3ccccc3n2)c1
  -2	1	10	-26	-6	-1	1	3	-1
COCC(C)Nc1ncnc2c1cnn2-c1ccc(Cl)cc1 (stereo not drawn)
  -2	17	-18	-3	16	-1	3	-7	-4
Cc1cc(NC(=O)c2ccccc2F)n(-c2nc3ccccc3[nH]2)n1
  -3	17	2	-4	-4	3	7	9	1
CCc1ccc(/C=N/NC(=O)c2cc(-c3ccccc3OC)nc3ccccc23)s1
  9	75*	10	1	-12	-3	-2	-3	-2
Cn1c(=O)c2c(ncn2CC(=O)N2CCc3ccccc3C2)n(C)c1=O
  -15	11	-8	27	7	2	4	1	-6
CC(C)c1nc(N2CCOCC2)c(C#N)c2c1CCCC2
  -5	10	9	-3	-11	1	16	-2	0
C=CCNC(=O)COC(=O)COc1ccc(Cl)cc1C
  3	4	2	9	-2	-3	4	5	0
COC(=O)/C=c1/s/c(=C(\C#N)C(=O)NCc2ccco2)n(-c2ccccc2)c1=O
  0	20	-3	28	2	-1	5	5	-3
O=C(NCCCn1ccnc1)c1cc2nc(-c3ccc(Br)cc3)cc(C(F)(F)F)n2n1
  .	.	-9	-1	8	-1	7	-2	-3
c1ccc2c(CNc3ccc(CNc4ncn[nH]4)cc3)cccc2c1
  .	.	8	1	-9	0	-2	0	-10
Cc1ccc(NCCC(=O)c2cccc([N+](=O)[O-])c2)cc1
  5	-7	8	19	-4	1	-1	12	-4

Already shown: entries from further up.
Order of values: PostGolgi yeast	PostGolgi ctrl	LYP inh 2	S1P2 antag	LYP act	FAK blocker	Rev-RRE block	EphB4 ephrin blk	S1P2 ag
O=C(NC1CCCCC1)C(c1ccc2ncccc2c1)N(Cc1ccccc1)C(=O)c1ccc2c(c1)OCCO2 (stereo not drawn)
  0	9	11	-11	-6	-4	1	1	-6
CC(C)COC(=O)Nc1ccc(C(=O)O)cc1
  -4	3	3	-6	0	-3	5	-1	-5
Cc1ccc(-c2nnc3n2N=C(c2ccc(Br)cc2)CS3)cc1
  -3	5	6	-15	-7	12	5	-5	0
